MBD2 DNA inh = MBD2-methylated oligo binding inhibition; Q9UBB5; TR-FRET, MBD2 binding to methylated oligonucleotide; inhibition, % at 4.4 µM; 370,000 compounds, 0.31% hits; AID 686964; in the data active = inhibition above about 13%
PLC-gamma1 inh = blocks human PLC-gamma1 enzyme activity; purified PLC-gamma1, fluorogenic substrate, fluorescence; inhibition, % at 12.2 µM; 370,000 compounds, 0.84% hits; AID 720700; in the data active = inhibition above about 9.5%
ARFGAP1 inhibitor = inhibitors of rat ARFGAP1. Q62848. Arfgap1-stimulated ARF1 GTP hydrolysis, GDP FP detection. inhibition, % at 16.5 µM. 360,000 compounds, 0.26% hits;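 active = inhibition above a per-plate limit, mean inhibition of low control wells plus 3 SD, cut at about 25% in these data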;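 also: 0% = DMSO wells with enzyme and 100% = wells lacking Arfgap1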
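Material – truncated rat Arfgap1 GAP domain · Buffer or medium – HEPES-based buffer, pH 7.5 · Reagent – human ARF1(Δ1-17)-GTP substrate · Dosing – 16.5 µM single point, 1.26% DMSO · Schedule – GTP hydrolysis reaction 2 h at 25 °C · Technique – GDP detection by fluorescence polarization · Benchmarks – No-Arfgap1 wells (100%) versus DMSO full-reaction wells (0%) · Repeats – single replicate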
PLC-beta3 inh = blocks human PLC-beta3 enzyme activity. Q01970. Purified PLC-beta3, fluorogenic substrate, fluorescence. inhibition, % at 12.2 µM. 370,000 compounds, 0.18% hits. AID 720704; in the data active = inhibition above about 11%;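 also: 0% = median of compound wells on plate and 100% = full blocker control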
KLK7 zymogen act = activates the human kallikrein-7 zymogen | AID 652039 | activation, % at 7 µM | P49862 | purified proKLK7, EDANS-DABCYL substrate fluorescence; 100% is mature enzyme control, 0% vehicle | 370,000 compounds, 0.9% hits;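 active = activation above the mean of all tested compounds plus 3 SD, computed per campaign excluding outliers beyond control limits, cut at about 13% in these data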
Tn6 DDE FP = disrupts Tn6 cyclic peptide binding to fibrin D-Dimer-E complex. P02675. Fibrin DD(E) TRITC-Tn6 fluorescence polarization displacement. inhibition, % at 8.3 µM. 370,000 compounds, 0.21% hits. AID 720509;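 active = inhibition above a per-campaign cutoff: mean of compounds within control limits plus 3 SD, cut at about 15% in these data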;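 also: 0% = median of all compound wells on the plate and 100% = blocking peptide control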
ADAM17 inh = ADAM17 inhibition, QFRET primary screen. P78536. recombinant ADAM17, EDANS/DABCYL FRET peptide cleavage. inhibition, % at 6.95 µM. 370,000 compounds, 0.83% hits;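 active = inhibition above the mean of compounds lying between control limits plus 3 SD, set per campaign, cut at about 8.5% in these data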;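 also: 0% = DMSO-only wells as the low control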
Target sequence (P78536 215-824 limits assumed): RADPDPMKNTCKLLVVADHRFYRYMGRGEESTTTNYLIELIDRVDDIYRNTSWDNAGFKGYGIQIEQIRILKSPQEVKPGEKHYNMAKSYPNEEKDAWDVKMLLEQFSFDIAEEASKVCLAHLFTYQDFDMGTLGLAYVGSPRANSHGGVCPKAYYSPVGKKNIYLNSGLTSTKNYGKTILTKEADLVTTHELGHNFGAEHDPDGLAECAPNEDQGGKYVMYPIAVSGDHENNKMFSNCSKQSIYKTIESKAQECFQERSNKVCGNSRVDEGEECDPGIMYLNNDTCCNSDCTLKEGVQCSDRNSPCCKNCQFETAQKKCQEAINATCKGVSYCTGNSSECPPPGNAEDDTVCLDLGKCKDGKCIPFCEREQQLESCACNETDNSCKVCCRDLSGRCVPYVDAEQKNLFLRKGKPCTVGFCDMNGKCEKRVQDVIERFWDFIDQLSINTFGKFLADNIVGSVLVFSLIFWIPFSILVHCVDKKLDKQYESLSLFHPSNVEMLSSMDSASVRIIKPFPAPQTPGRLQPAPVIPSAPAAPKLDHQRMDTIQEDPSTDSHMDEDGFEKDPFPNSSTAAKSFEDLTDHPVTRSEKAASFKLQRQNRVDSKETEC
UHRF1 MBD2 ctr = UHRF1 methyl-DNA binding inhibition | Q96T88 | UHRF1 binding to methylated oligo, TR-FRET | inhibition, % at 4.4 µM | 370,000 compounds, 0.75% hits; in the data active = inhibition above about 21%;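 also: UHRF1 SRA domain binding a hemimethylated CpG hairpin DNA probe; 0% = median of test compound wells and 100% = reference inhibitor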
ASAP1 inh = ASAP1 ArfGAP inhibition | inhibition, % at 16.5 µM | ASAP1-stimulated ARF1 GTP hydrolysis, GDP FP detection | Q9ULH1 | 360,000 compounds, 0.19% hits; in the data active = inhibition above about 25%;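 also: 0% = vehicle with enzyme and substrate and 100% = no enzyme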
Tn7 DDE FP = disrupts Tn7 cyclic peptide binding to fibrin D-Dimer-E complex; 370,000 compounds, 0.13% hits; FP displacement of FITC-Tn7 peptide from fibrin DD(E); 0% = median of compound wells per plate; AID 720508; P02675; inhibition, % at 8.3 µM;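 active = inhibition above the mean of compounds falling within the control limits plus 3 SD of them, cut at about 14% in these data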;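 also: 0% = plate median of compound wells and 100% = 10 µM Aha-Tn7 peptide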
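Test system: human clot-derived fibrin DD(E) complex / Quantity: 2 µM final DD(E) protein / Incubation: 10 min plus 3 h, room temperature / Measured by: fluorescence polarization / Benchmarks: high control of 10 µM Aha-Tn7 peptide / Replicates: singlicate testing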
* marks the source's active call; other numbers are inactive results; . = no result given.

smiles	MBD2 DNA inh	PLC-gamma1 inh	ARFGAP1 inhibitor	PLC-beta3 inh	KLK7 zymogen act	Tn6 DDE FP	ADAM17 inh	UHRF1 MBD2 ctr	ASAP1 inh	Tn7 DDE FP
CCOC(=O)c1ccc(NC(=O)c2nn(C)cc2Br)cc1	2	0	-9	0	0.4	-2	-2	-2	6	1
O=C(Nc1ccccc1)c1ncoc1-c1ccc(Cl)cc1	0	0	7	-5	0.1	1	-3	0	1	-3
O=C(c1ncc[nH]1)c1cccs1	2	5	1	-3	0.2	-1	1	-2	-3	6
O=C(Cn1nc(-c2ccccc2)c2ccccc2c1=O)NN1CCOCC1	-3	1	0	-3	0.5	1	1	0	-4	-12
CC(=O)Oc1ccc(N(c2ccccc2)S(=O)(=O)c2ccc(C)cc2)cc1	-6	0	-2	-6	0.3	-2	-1	0	-4	9
Cc1cc(Nc2cc(Cl)nc(Sc3ccc(NC(=O)C4CC4)cc3)n2)n[nH]1	5	3	18	1	0.5	-6	5	-4	30*	-5
O=C(CN1C(=O)c2ccccc2C1=O)Nc1ccc(N2CCOCC2)cc1	4	0	2	2	0.0	7	-3	0	-1	0
O=C(NCCC1=CCCCC1)C1CC(=O)N(C2CCCCC2)C1 (stereo unspecified)	-2	3	-2	-13	0.9	3	-3	2	8	-2
CCN(Cc1cc2ccccc2[nH]c1=O)S(=O)(=O)c1ccc(OC)cc1	4	-58	-16	-67	3.6	-1	-94	2	-4	-3
Cc1ccc(S(=O)(=O)N2CCN(C(=O)C3CCN(C(=O)c4ccccc4C)CC3)CC2)cc1C	-1	0	11	-2	-0.1	-1	-4	2	4	-2
C[C@H](CO)N1C[C@H](C)[C@@H](CN(C)C(=O)Nc2ccccc2)Oc2ccc(NC(=O)Cn3cnnn3)cc2C1=O	-4	-3	10	0	-0.1	-7	-4	1	5	2
COc1cc(OC)cc(C(C)c2ccc(-c3ccccc3)cc2)c1 (stereo unspecified)	2	-2	.	-2	.	6	-3	-1	.	3
COc1ccc(C(=O)c2ccc(OC)c(OC)c2)cc1OC	-4	-5	6	-6	-0.2	6	-3	-2	-16	-2
CCCN1CCC(=O)N([C@H](CSc2ccc(C)cc2)c2ccccc2)CC1	9	-4	-3	-9	0.3	-6	-4	5	-5	-3
COc1ccc2cc3cc(C(=O)N4CCCC(C)C4)oc3nc2c1 (stereo unspecified)	-4	-20	7	-29	-0.3	4	-43	-2	-4	4
CCOC(=O)C1C(=O)Oc2ccc3ccccc3c2C1C1CCOC1=O (stereo unspecified)	1	-4	1	-3	4.5	-5	-4	-2	-9	0
CN(C[C@H](Cc1ccccc1)N(C[C@H](Cc1ccccc1)N(CC1(c2ccccc2)CC1)N=O)N=O)N=O	-2	1	5	0	1.2	2	-2	-1	1	0
Cc1cc(C)c(-c2csc(NC(=O)/C=C/c3cccs3)n2)c(C)c1	3	-101	-6	-113	-38	2	-5	0	-5	1
Cc1cc(C(=O)COC(=O)C2=NNC(=O)CC2)c(C)n1-c1ccccc1	2	3	-1	1	0.1	-3	-2	9	13	-6
CCOC(=O)C1(CCOC)CCN(Cc2ccc(C(=O)OC)cc2)CC1	-4	6	11	-4	-0.2	-4	0	3	4	4

An excerpt of these results, with each value named:
O=C(NCCC1=CCCCC1)C1CC(=O)N(C2CCCCC2)C1 (stereo unspecified)
  MBD2 DNA inh: -2
  PLC-gamma1 inh: 3
  ARFGAP1 inhibitor: -2
  PLC-beta3 inh: -13
  KLK7 zymogen act: 0.9
  Tn6 DDE FP: 3
  ADAM17 inh: -3
  UHRF1 MBD2 ctr: 2
  ASAP1 inh: 8
  Tn7 DDE FP: -2

CCN(Cc1cc2ccccc2[nH]c1=O)S(=O)(=O)c1ccc(OC)cc1
  MBD2 DNA inh: 4
  PLC-gamma1 inh: -58
  ARFGAP1 inhibitor: -16
  PLC-beta3 inh: -67
  KLK7 zymogen act: 3.6
  Tn6 DDE FP: -1
  ADAM17 inh: -94
  UHRF1 MBD2 ctr: 2
  ASAP1 inh: -4
  Tn7 DDE FP: -3

Cc1ccc(S(=O)(=O)N2CCN(C(=O)C3CCN(C(=O)c4ccccc4C)CC3)CC2)cc1C
  MBD2 DNA inh: -1
  PLC-gamma1 inh: 0
  ARFGAP1 inhibitor: 11
  PLC-beta3 inh: -2
  KLK7 zymogen act: -0.1
  Tn6 DDE FP: -1
  ADAM17 inh: -4
  UHRF1 MBD2 ctr: 2
  ASAP1 inh: 4
  Tn7 DDE FP: -2

C[C@H](CO)N1C[C@H](C)[C@@H](CN(C)C(=O)Nc2ccccc2)Oc2ccc(NC(=O)Cn3cnnn3)cc2C1=O
  MBD2 DNA inh: -4
  PLC-gamma1 inh: -3
  ARFGAP1 inhibitor: 10
  PLC-beta3 inh: 0
  KLK7 zymogen act: -0.1
  Tn6 DDE FP: -7
  ADAM17 inh: -4
  UHRF1 MBD2 ctr: 1
  ASAP1 inh: 5
  Tn7 DDE FP: 2

Grouped by structure, the entries above containing an aryl thioether with sulfur outside any ring
smiles	MBD2 DNA inh	PLC-gamma1 inh	ARFGAP1 inhibitor	PLC-beta3 inh	KLK7 zymogen act	Tn6 DDE FP	ADAM17 inh	UHRF1 MBD2 ctr	ASAP1 inh	Tn7 DDE FP
Cc1cc(Nc2cc(Cl)nc(Sc3ccc(NC(=O)C4CC4)cc3)n2)n[nH]1	5	3	18	1	0.5	-6	5	-4	30*	-5
CCCN1CCC(=O)N([C@H](CSc2ccc(C)cc2)c2ccccc2)CC1	9	-4	-3	-9	0.3	-6	-4	5	-5	-3

Rows are unselected; any-hit rate near 4.1%.
